Source: PubChem
STEP inh: STEP phosphatase inhibitors, primary screen, biochemical, fluorescence intensity, uHTS; Tyrosine-protein phosphatase non-receptor type 5 (Homo sapiens), P54829; recombinant STEP, OMFP fluorogenic substrate; inhibition, % at 20 µM; 360,000 compounds, 0.25% hits;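 active = inhibition at 20 µM, scaled per plate between control wells, above about 37%, limit read from the data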;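 also: 0% = DMSO with enzyme and substrate and 100% = substrate only without enzyme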
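material = STEP tyrosine phosphatase | reagent = fluorogenic phosphatase substrate OMFP at 25 µM final | doses = single compound dose of 20 µM, 1% DMSO final | schedule = 20 min reaction, room temperature, in the dark | measured by = fluorescence, 480/540 nm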
bovine MsrA act: bovine MsrA enzyme activators, primary screen, biochemical, absorbance, HTS; Methionine sulfoxide reductase A (Bos taurus); 360,000 compounds, 0.3% hits; purified bovine MsrA, absorbance read-out; AID 602163, 2012; activation, % at 10.6 µM; in the data active = activation above about 7.5%;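 also: 0% = vehicle and 100% = reference activator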
SUMO1-SIM PPI: modulators of SUMO1 protein-protein interactions, primary screen, biochemical, uHTS; SUMO1 binding to a labelled peptide, TR-FRET, 1 h; inhibition, % at 20 µM; 360,000 compounds, 0.33% hits; in the data active = inhibition above about 37%
Target sequence (P63165 whole entry, looked up): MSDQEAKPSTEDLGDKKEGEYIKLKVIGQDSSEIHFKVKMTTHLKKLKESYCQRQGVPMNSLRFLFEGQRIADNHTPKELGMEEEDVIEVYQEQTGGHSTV
DNMT1 block: human DNMT1 methyltransferase inhibitors, primary screen, biochemical, molecular beacon, fluorescence, HinP1I cleavage, uHTS. AID 588458, 2011. 360,000 compounds, 0.83% hits. DNA (cytosine-5)-methyltransferase 1 (Homo sapiens), P26358. inhibition (reported as % activation of signal), % at 10 µM; in the data active = inhibition above about 50%
MsrA inhibitor: bovine MsrA enzyme inhibitors, primary screen, biochemical, absorbance, HTS | Methionine sulfoxide reductase A (Bos taurus) | purified bovine MsrA, absorbance read-out | inhibition, % at 15.5 µM | 360,000 compounds, 0.75% hits; in the data active = inhibition above about 4.5%;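 also: 0% = vehicle wells with enzyme and 100% = reference inhibitor wells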
CendR NRP1 mod: modulators of CendR peptide binding to NRP-1, primary screen, biochemical, fluorescence polarization, uHTS; Neuropilin-1 (Homo sapiens), O14786; FAM-RPARPAR peptide binding to NRP-1; inhibition, % at 25 µM; 360,000 compounds, 0.85% hits; AID 602438, 2012;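 active = inhibition or corrected inhibition above about 18%, plus a signal ratio from 0.5 to 1.5, limit read from the data, passing the limit was not always enough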; also: strong numbers were not always called active
LMPTP inh: LMPTP phosphatase inhibitors, primary screen, biochemical, fluorescence intensity, uHTS | Low molecular weight phosphotyrosine protein phosphatase (Homo sapiens), P24666 | recombinant LMPTP-A, OMFP fluorogenic substrate | inhibition, % at 20 µM | 360,000 compounds, 0.22% hits;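 active = compounds that cut the enzyme signal by at least half of the control window in the single-dose screen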;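 also: plate controls were DMSO wells with enzyme plus substrate for no effect and substrate without enzyme for full effect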
Target sequence (P24666 whole entry, looked up): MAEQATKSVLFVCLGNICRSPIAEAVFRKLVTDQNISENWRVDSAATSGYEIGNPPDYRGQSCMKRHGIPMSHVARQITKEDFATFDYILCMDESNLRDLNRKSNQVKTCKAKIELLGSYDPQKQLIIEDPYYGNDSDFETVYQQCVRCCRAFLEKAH
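Test system – LMPTP-A enzyme · Amount – LMPTP-A at 0.625 nM final in the reaction · Buffer or medium – Bis-Tris pH 6.0, DTT, detergent · Reagent – OMFP 400 µM · Doses – single 20 µM dose · Schedule – reaction 50 min, room temperature, dark · Detection – fluorescence intensity of OMFP turnover product · Evaluation – percent inhibition versus substrate-only and uninhibited controls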
eLon inh: inhibitors of E. coli Lon protease, primary screen, biochemical, fluorescence polarization; P0A9M0; purified E. coli Lon protease; inhibition, % at 7.94 µM; 360,000 compounds, 0.42% hits; AID 602123, 2011; in the data active = inhibition above about 13%, passing the limit was not always enough;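 also: 0% = enzyme with probe and DMSO and 100% = no enzyme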
Target sequence (P0A9M0 whole entry, looked up): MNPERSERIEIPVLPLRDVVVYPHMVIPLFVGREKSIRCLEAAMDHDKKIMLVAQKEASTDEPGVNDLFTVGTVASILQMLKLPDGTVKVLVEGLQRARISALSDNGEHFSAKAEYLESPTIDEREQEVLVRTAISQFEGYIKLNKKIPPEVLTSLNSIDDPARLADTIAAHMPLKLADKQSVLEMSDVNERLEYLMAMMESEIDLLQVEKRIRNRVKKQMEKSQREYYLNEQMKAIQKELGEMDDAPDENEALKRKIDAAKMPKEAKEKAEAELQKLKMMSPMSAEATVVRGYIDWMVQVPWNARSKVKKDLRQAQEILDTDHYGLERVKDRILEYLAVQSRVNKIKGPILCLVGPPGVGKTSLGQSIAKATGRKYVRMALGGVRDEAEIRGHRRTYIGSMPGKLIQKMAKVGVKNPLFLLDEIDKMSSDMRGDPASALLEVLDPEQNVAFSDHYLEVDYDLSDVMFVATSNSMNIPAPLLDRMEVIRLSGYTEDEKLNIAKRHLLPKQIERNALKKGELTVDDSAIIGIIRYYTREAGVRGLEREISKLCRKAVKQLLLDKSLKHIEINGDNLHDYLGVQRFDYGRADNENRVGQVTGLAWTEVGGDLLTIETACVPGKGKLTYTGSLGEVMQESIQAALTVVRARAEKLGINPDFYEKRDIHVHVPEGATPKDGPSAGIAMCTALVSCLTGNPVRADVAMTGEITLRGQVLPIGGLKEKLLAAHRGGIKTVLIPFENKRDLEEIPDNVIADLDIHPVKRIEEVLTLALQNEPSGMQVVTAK
Scp1 inh: Scp-1 phosphatase inhibitors, primary screen, biochemical, colorimetric, uHTS | Carboxy-terminal domain RNA polymerase II polypeptide A small phosphatase 1 (Homo … | Recombinant Scp1, phosphopeptide, malachite green phosphate absorbance | inhibition, % at 20 µM | 340,000 compounds, 0.88% hits | AID 493091, 2011;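 active = inhibition above about 50% at 20 µM, limit read from the data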;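 also: plate controls were DMSO wells with enzyme for no effect and wells lacking enzyme for full effect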
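assay system = SCP-1 phosphatase catalytic domain, residues 76-261 | buffer or medium = 50 mM Tris acetate pH 5.5, 0.005% Tween-20, 10 mM MgCl2 | incubation = enzyme reaction 45 min at room temperature, colour 5 min, stabilisation 30 min | signal = Phosphate-binding colour reagent, absorbance read at 630 nm | measure = % inhibition at 20 µM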
Tb MetRS inh: T. brucei MetRS inhibitors, primary screen, biochemical, luminescence. 360,000 compounds, 0.4% hits. inhibition, % at 11.9 µM. purified T. brucei MetRS, ATP depletion, Kinase-Glo luminescence. methionyl-tRNA synthetase (Trypanosoma brucei brucei);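 active = inhibition above a per-plate cutoff of the control wells' mean inhibition plus 3 SD, cut at about 5.5% in these data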;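 also: 0% = DMSO wells median and 100% = median of wells with control inhibitor compound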
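Dosing: 11.9 µM single point; system: parasite MetRS enzyme; technique: luminescence of leftover ATP; times: 15 min enzyme-compound preincubation, 2 h reaction, 10 min detection, 25 °C; replicates: each compound tested once; read-out basis: percent inhibition relative to median high and low control wells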
* hit, by the source's call; nt = not tested or not shown.

SMILES	STEP inh	bovine MsrA act	SUMO1-SIM PPI	DNMT1 block	MsrA inhibitor	CendR NRP1 mod	LMPTP inh	eLon inh	Scp1 inh	Tb MetRS inh
COc1ccc(CC(=O)N(C)Cc2ccc(OC(F)F)cc2)cc1S(=O)(=O)N1CCOCC1	-2	-6	-44	-12	1.0	-8	-6.6	-12	-5	-0.2
O=C(/C=C\Nc1ccc(S(=O)(=O)Nc2ncccn2)cc1)c1ccccc1	-1	-7	-13	-1	-0.4	14	2.5	-4	-8	-0.7
CCOc1cc(/C=N/Nc2cc(C)nc3ccc(C)cc23)ccc1O	0	-2	13	-4	1.9	-10	1.3	0	-12	-0.4
CCCCn1c(SCC(=O)Nc2ccc3c(c2)OCO3)nc2c1c(=O)n(C)c(=O)n2C	2	-2	13	-4	-1.4	-2	-0.5	3	-4	-0.1
Cc1cccc(OCC(=O)N2CCN(S(C)(=O)=O)CC2)c1	7	-2	2	0	0.3	-4	0.0	-1	-3	-0.2
Cc1ccc(S(=O)(=O)NNc2nnc(C)c(=O)[nH]2)cc1	-4	-4	5	-1	-0.3	9	-1.5	-10	3	0.3
CN1C(=O)C(O)(C2COC(C)(C)CC2=O)c2ccccc21 (stereo unspecified)	3	-3	-20	5	-0.4	6	-4.0	-7	-11	-0.8
CCOC(=O)C1=C[C@@H](C(C)(C)C)N(S(=O)(=O)c2ccc(C)cc2)[C@H]1c1ccccc1Cl	4	-2	8	5	-0.8	6	1.6	-6	nt	-0.2
Cn1nc(C(C)(C)C)cc1C(=O)N1CCCCC1c1cc(C(=O)Nc2ccccc2Cl)no1 (stereo unspecified)	1	-8	5	1	-0.8	-15	-0.6	10	nt	-0.5
CCc1nc2oc3cc(OC)ccc3c(=O)c2c(=O)n1Cc1ccco1	2	-2	27	29	1.6	-37	27	-8	29	0.4
O=C(CCc1nc2ccccc2c(=O)[nH]1)N1CCN(S(=O)(=O)c2ccccc2Br)CC1	2	0	5	3	2.5	-14	0.0	-12	-1	0.3
CC(O)CC(=O)NOCc1ccccc1 (stereo unspecified)	-1	-2	2	4	-1.4	6	-1.0	3	1	0.3
NC(=O)c1c(N)[nH]c(C(=O)c2ccccc2)c1-c1ccncc1	nt	-6	-13	nt	1.6	-16	-0.8	5	nt	-1.6
CC1CCN(C(=O)COC(=O)CNC(=O)C23CC4CC(CC(C4)C2)C3)CC1	3	-1	-2	-1	-1.2	-2	0.5	-10	-1	-0.2
C[C@@H]1CCCCO[C@H](CN(C)S(=O)(=O)c2cn(C)cn2)[C@@H](C)CN([C@H](C)CO)C(=O)c2cc(NC(=O)c3ccncc3)ccc2O1	1	-1	-4	11	0.7	-6	-0.2	-4	nt	0.8
C[C@@H]1ON(C)[C@H]2C[C@H]3c4[nH]c5ccc(-c6ccc7c(c6)OCO7)cc5c4CCN3C(=O)[C@@H]12	0	-1	11	-10	0.2	2	0.4	-14	nt	0.1
COc1cc(OC)cc(C(=O)N[C@H](C(=O)NCc2ccco2)C(C)C)c1	-2	-3	0	-1	-0.7	2	-0.8	-9	-7	0.2
CCOc1ccc(OCC(=O)N(C)c2c(N)n(Cc3ccccc3)c(=O)[nH]c2=O)cc1	-1	-9	0	2	1.2	-6	-0.9	-10	-7	-0.7
O=S(=O)(c1cccc2nsnc12)N1CCOCC1	1	2	-23	0	0.0	0	-1.1	-11	-5	0.8
O=C(NC(=S)NCCC1=CCCCC1)c1ccc(Br)o1	-2	-9	-10	-5	-0.2	4	2.4	-1	-4	-1.1
O=C(Nc1nccs1)c1ccc(N2CCOCC2)c([N+](=O)[O-])c1	0	-3	-28	2	3.5	-13	0.5	-9	-2	-0.4
CCn1cc(/C=C(\NC(=O)c2ccc(OC)c(OC)c2)C(=O)N2CCN(C)CC2)c2ccccc21	2	-5	-1	-3	2.5	2	-1.9	-12	-10	-0.2
CCN(Cc1ccccc1)Cc1c(F)cccc1F	0	2	2	1	-0.3	-6	-0.6	-8	-8	-0.1
CCc1cccc2c1NC(=O)C2(O)CC(=O)c1cccs1 (stereo unspecified)	-2	-1	-9	0	-0.5	-6	-0.9	2	-1	-0.4
CSc1ccccc1NC(=O)c1ccc(Br)o1	0	-2	10	2	0.4	-4	-0.7	-1	-5	-0.1
COc1cccc(NC(=O)c2oc3ccccc3c2NC(=O)C2CC2)c1	-2	-5	-5	0	0.3	-5	0.1	1	-15	-0.3
COC(=O)c1ccc(NC(=O)CSc2nnc(COc3ccccc3)n2C)cc1	-9	-9	-4	-4	0.0	2	-0.4	1	-4	-1.3
CC(=O)Nc1ccc(NC(=O)c2ccccc2CCc2ccccc2)cc1	3	-4	7	0	-0.9	-13	0.4	1	-3	-0.8
C=CCN1C(=O)N/C(=C/c2ccccc2OCC(=O)Nc2ccc(F)cc2)C1=O	2	-12	-4	-1	1.6	5	0.9	-4	3	-1.1
O=c1ccc(-c2ccc(S(=O)(=O)Nc3ccccc3)o2)n[nH]1	0	0	-16	0	1.1	-7	-1.2	5	-2	-0.1
CCC(=O)Nc1c2c(nn1-c1ccc(C)cc1C)CSC2	2	-2	-3	-4	1.7	-13	-1.0	-9	-3	0.1
COCC(C)NC(=O)NC1(C(F)(F)F)Oc2ccc(Cl)cc2O1 (stereo unspecified)	0	-2	1	2	0.5	5	-0.1	8	-13	0.2
Cc1cc2ncn(C(=O)c3cc(-c4ccccc4)nc4ccccc34)c2cc1C	-4	1	-8	7	0.9	-2	0.1	-4	-5	-0.3
Cc1ccccc1C(=O)N/N=C/c1ccc([N+](=O)[O-])s1	3	3	-23	-8	4.2	-8	-1.1	-6	-2	-0.3
O=C(NC1(c2ccccc2)CC1)C1CCC(=O)N(Cc2ccc(Cl)cc2)C1 (stereo unspecified)	-2	0	-4	2	-0.3	1	-0.2	4	-6	0.4
O=c1cc(CO)oc(C(Nc2ccccn2)c2cccc(F)c2)c1O (stereo unspecified)	5	-5	3	1	1.4	-3	-0.4	-8	-6	0.0
O=c1c2c3c(sc2n2cnnc2n1CCc1ccccc1)CCCC3	4	-4	2	0	1.2	-4	-1.1	-5	3	0.0
NS(=O)(=O)c1ccc(NC(=O)COC(=O)Cc2c[nH]c3ccccc23)cc1	-2	-1	-5	-6	-0.4	11	0.1	-1	-18	0.4
CC1(C)CC(NC(=O)c2ccc3c(c2)OCO3)CC(C)(C)N1	0	1	-5	-2	0.5	0	-1.1	3	4	-0.1
O=C(c1ccc2ccccc2c1)N1CCN(Cc2ccccc2)CC1	2	-1	-1	-3	1.8	11	-0.6	-3	-7	-0.1
COC(=O)c1cn(-c2ccccc2)nc1-c1ccccc1	4	-3	2	-1	0.1	5	0.8	3	-22	-0.4
Cc1cccc(OCC(=O)N2CCN(C(=O)c3ccc([N+](=O)[O-])cc3)CC2)c1	-4	-2	-23	2	1.8	-11	-0.6	2	-5	-0.5
COc1ccc(C/C(N)=N/n2cnnc2)cc1	0	-2	-2	2	0.1	-3	-1.1	0	-9	-0.1
COC(CNC(=O)CCc1c(C)nc2c(-c3ccccc3)c(C)nn2c1C)OC	2	-4	1	-2	0.8	6	-0.1	7	-5	-0.2
CS(=O)(=O)c1[nH]nc(-c2cccc(Cl)c2)c1C#N	1	-8	7	4	-0.9	-1	-2.0	-2	-1	-0.7
Cc1ccccc1C(=O)NC1CCN(Cc2nnnn2CCc2ccccc2)CC1	-2	-2	7	-2	0.8	-6	-2.1	1	-2	-0.1
CCOc1ccc(-c2[nH]nc3c2C(c2ccc(O)cc2)C(C#N)=C(N)O3)cc1 (stereo unspecified)	-4	-1	-1	-8	0.6	3	-0.2	1	-8	-0.1
O=C(COc1ccc2c(C(F)(F)F)cc(=O)oc2c1)Nc1ccc(N2CCOCC2)cc1	0	-3	-1	17	-1.3	0	0.3	2	-9	-0.3
COc1ccccc1Oc1coc2cc(O)ccc2c1=O	4	-6	0	0	1.7	-4	-1.7	-11	-1	-1.1
CCn1ncc(Br)c1C(=O)NC1CCCCCCC1	2	-3	2	1	0.6	3	-1.2	-1	-2	-0.3
Cc1ccc(C=C(C#N)C(=O)c2ccccc2)cc1	-4	-11	13	5	-0.7	-34	-0.6	-5	nt	-1.3
O=C(NCc1cccnc1)c1ccc(Cl)c(S(=O)(=O)Nc2ccccc2C(=O)NCc2cccnc2)c1	0	4	9	1	0.9	-7	-2.3	-7	-7	0.6
CCCc1cc(=O)[nH]c(SCC(=O)c2cc(C)n(-c3c(C)n(C)n(-c4ccccc4)c3=O)c2C)n1	1	-6	-2	5	-0.8	12	-0.2	-1	1	-0.7
COCCNC(=S)N(CCc1c(C)[nH]c2ccccc12)Cc1ccco1	-1	0	0	2	0.1	12	1.0	6	-3	-0.4
COc1ccc(C2=NN(C(C#N)c3ccc(OC)c(OC)c3)C(c3ccccc3)C2)cc1 (stereo unspecified)	-1	-1	-4	-11	1.1	-11	1.3	-17	-3	0.0

Among those listed so far, these contain a nitro group on carbon:
SMILES	STEP inh	bovine MsrA act	SUMO1-SIM PPI	DNMT1 block	MsrA inhibitor	CendR NRP1 mod	LMPTP inh	eLon inh	Scp1 inh	Tb MetRS inh
O=C(Nc1nccs1)c1ccc(N2CCOCC2)c([N+](=O)[O-])c1	0	-3	-28	2	3.5	-13	0.5	-9	-2	-0.4
Cc1ccccc1C(=O)N/N=C/c1ccc([N+](=O)[O-])s1	3	3	-23	-8	4.2	-8	-1.1	-6	-2	-0.3
Cc1cccc(OCC(=O)N2CCN(C(=O)c3ccc([N+](=O)[O-])cc3)CC2)c1	-4	-2	-23	2	1.8	-11	-0.6	2	-5	-0.5

3 compounds from above, ordered by their value in STEP inh, ascending.
Molecule,STEP inh
Cc1ccc(C=C(C#N)C(=O)c2ccccc2)cc1,-4
CCCc1cc(=O)[nH]c(SCC(=O)c2cc(C)n(-c3c(C)n(C)n(-c4ccccc4)c3=O)c2C)n1,1
CCn1ncc(Br)c1C(=O)NC1CCCCCCC1,2
